Source: PubChem (several laboratories)
TRAIL sens C8: sensitizes caspase-8 expressing cells to TRAIL. 360,000 compounds, 1% hits. inhibition (viability loss, TRAIL sensitization), % at 10 µM. NB7+C8 cells + TRAIL, ATPlite viability luminescence;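 active = compounds causing at least 50% loss of cell viability in the single-dose screen, relative to plate controls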
Shn3 inh set2: reduces Shn3 3'UTR luciferase signal in osteoblasts | Clone20 osteoblast Shn3 3'UTR firefly luciferase, 24 h | inhibition, % at 12.5 µM | 360,000 compounds, 0.52% hits | AID 588674;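 active = mean inhibition of at least 75% with every replicate also reaching 75%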;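 note: 0% = median of neutral control wells and 100% = pilot-screen positive control compound; some compounds past the cut are filed as inactive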
Peg3 prom inh: reduces Peg3 promoter-driven luciferase expression in HeLa | HeLa PEG-Prom luciferase reporter, luminescence, overnight | inhibition, % at 20 µM | 360,000 compounds, 1.7% hits | AID 588405;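 active = inhibition of at least 50% at 20 µM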
KKLEB tox: reduces viability of KKLEB cystic fibrosis airway cells | KKLEB CF airway cells viability, ATPlite luminescence, overnight; hits give low values; cells stimulated with P. aeruginosa culture filtrate | activity change (cytotoxicity), % at 5 µM | 360,000 compounds, 0.36% hits;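 active = corrected activity change at or below -50% at 5 µM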
TWEAK Fn14 block: blocks TWEAK-Fn14 interaction in a reporter cell assay; TWEAK-stimulated Fn14 reporter cells, luciferase luminescence, 8 h; inhibition, % at 10 µM; 360,000 compounds, 2% hits; in the data active = inhibition above about 50%
NR2E3 ag-1: human photoreceptor-specific nuclear receptor agonism. Q9Y5X4. CHO-S Gal4-NCOR/VP16-NR2E3 two-hybrid, luciferase. inhibition of corepressor binding, % at 3.98 µM. 360,000 compounds, 0.35% hits. AID 602229;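 active = inhibition above the mean of all tested compounds plus 3 SD, cut at about 70% in these data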;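 note: 0% = DMSO with NR2E3 transfected cells and 100% = cells lacking NR2E3 construct; higher means lower luciferase signal from less NR2E3 corepressor binding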
Target sequence (Q9Y5X4 whole entry, looked up, the tested form may be a part): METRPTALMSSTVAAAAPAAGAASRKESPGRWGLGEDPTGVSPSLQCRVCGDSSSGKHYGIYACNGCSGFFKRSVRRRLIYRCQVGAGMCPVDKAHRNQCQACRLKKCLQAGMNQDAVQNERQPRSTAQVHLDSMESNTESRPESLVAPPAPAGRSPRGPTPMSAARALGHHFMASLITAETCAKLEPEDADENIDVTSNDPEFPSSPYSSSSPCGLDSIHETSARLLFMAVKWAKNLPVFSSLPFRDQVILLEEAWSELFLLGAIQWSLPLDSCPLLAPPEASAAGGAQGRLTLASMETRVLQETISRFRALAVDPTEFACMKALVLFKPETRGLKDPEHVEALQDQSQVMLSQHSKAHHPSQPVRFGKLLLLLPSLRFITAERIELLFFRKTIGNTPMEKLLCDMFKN
CF NFkB block: cystic fibrosis NF-kB activation inhibition; KKLEB NF-kB-GFP reporter, PAF-induced, GFP fluorescence overnight; inhibition, % at 5 µM; 360,000 compounds, 0.86% hits; AID 588850;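 active = at least 50% inhibition at 5 µM, scaled per plate between neutral and stimulator controls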;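 note: PAF is a Pseudomonas aeruginosa culture filtrate used as stimulus; plate controls were PAF-stimulated DMSO wells for no effect and unstimulated DMSO wells for full effect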
HIF-2a inh: HIF-2a inhibition. 786-0 RCC cells HIF-2a reporter, luciferase luminescence, overnight. inhibition, % at 18.8 µM. 360,000 compounds, 0.72% hits;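 active = inhibition of the luminescence signal of 40% or more relative to plate controls, in a single-dose primary screen at 18.75 µM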
TRPM1 prom inh: MITF TRPM1 promoter inhibition in SK-MEL-5 cells; SK-MEL-5 TRPM1 promoter luciferase, 24 h; AID 488899; 330,000 compounds, 0.83% hits; inhibition, % at 12.5 µM;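 active = mean inhibition across replicates of 60% or more, whatever share of single replicates reaches that level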; note: values of inactives mirror those of a sister screen read the other way
NR2E3 ag-2: agonists of human nuclear receptor NR2E3; Q9Y5X4; GST-NR2E3/biotin-RetCOR TR-FRET, 1536-well; inhibition of corepressor binding, % at 4.78 µM; 320,000 compounds, 0.12% hits; AID 2300;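 active = percent inhibition above the cutoff of mean plus 3 SD of all tested compounds, set per screening campaign, cut at about 20% in these data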;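 note: 0% = DMSO wells and 100% = biotin wells as full block of FRET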
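Test system: GST-NR2E3 and biotin-RetCOR proteins | Quantity: 1.35 nM GST-tagged NR2E3 final | Medium: Tris pH 7.5 | Also added: 7 nM biotin-RetCOR | Dosing: Compound at 4.8 µM, single dose | Timing: 5 h at 4 °C | Detection: Time-resolved FRET | Read-out basis: Percent inhibition | Benchmarks: Biotin wells as high control, 0.6% DMSO wells as low control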
TROY NFkB inh: blocks TROY-dependent signaling in reporter cells; inhibition, % at 10 µM; 360,000 compounds, 0.98% hits; Q293 LMP1-TROYcd NF-kB luciferase reporter, 4 h; AID 1347056;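 active = compounds whose plate-normalised and pattern-corrected inhibition of the luciferase reporter signal at the single screening dose is 50% or more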
The depositor's hits bear a star; . = not tested or not shown. Not all compounds are listed; the hit share may differ from the screen's.

SMILES	TRAIL sens C8	Shn3 inh set2	Peg3 prom inh	KKLEB tox	TWEAK Fn14 block	NR2E3 ag-1	CF NFkB block	HIF-2a inh	TRPM1 prom inh	NR2E3 ag-2	TROY NFkB inh
CCOc1ccc2c(c1)c(=O)c(S(=O)(=O)c1ccc(CC)cc1)cn2C	1	15	31	2	-16	8	-14	13	-8	1	11
CCC(=O)Nc1sc(Cc2ccc3c(c2)OCO3)c(C)c1C(N)=O	-9	9	15	-6	19	0	11	21	-1	0	27
COc1ccccc1-c1ccc(SCc2cccc(C)c2)nn1	-17	-10	-44	9	3	-35	-16	-14	-10	4	-41
Cc1nc(CSc2n[nH]c(=O)n2-c2ccccc2)cs1	-15	-1	19	8	1	0	-7	17	9	-2	5
CC1CCCC(C)N1C(=C(Cl)Cl)C(=C1SCCS1)[N+](=O)[O-] (stereo not drawn)	11	39	71*	-28	13	-32	26	30	-20	5	-4
COc1cc(=O)n(C)c2cc(N(C)C)ccc12	3	-15	-10	0	-18	24	-14	-15	-6	0	-3
CCN1CCCC1CNS(=O)(=O)c1cccc(C(F)(F)F)c1 (stereo not drawn)	-20	-29	-2	5	-5	-12	-23	9	5	2	12
CC1Oc2ccccc2C=C1/C=N/NC(=O)c1ccncc1 (stereo not drawn)	5	-17	-2	-21	7	-23	11	-22	-19	0	-1
Cc1cc(O)c(CN(C)C)c2c1C(=O)/C(=C/c1ccco1)O2	-1	6	11	15	5	-23	5	14	-8	-3	9
Cc1cc(O)c(NC(=O)c2ccco2)cc1C	-2	-51	-135	15	-9	-41	-12	-147	-19	0	-37
O=C(/C=C/c1ccc(F)cc1)NC(=S)N1CCOCC1	0	-8	2	-16	-14	-13	-1	-45	1	5	-39
COc1cc2c(cc1OC)C1Cc3ccc(OC)c(OC)c3C[N+]1([O-])CC2 (stereo not drawn)	25	-4	-16	-4	-16	7	-16	5	-11	2	-3
O=C1N[C@@H](Cc2ccccc2)C(=O)N2[C@@H]3N(S(=O)(=O)c4ccccc4)c4ccccc4[C@]3(Br)C[C@@H]12	-1	-1	17	11	21	-21	-8	33	14	4	-1
CC1(C2CC2)NC(=O)N(CC(=O)N2CCN(c3ccc(F)cc3)CC2)C1=O (stereo not drawn)	7	12	-6	9	7	-20	13	5	12	.	9
Cc1ccc(S(=O)(=O)N2CCOCC2)cc1NC(=O)COC(=O)c1ccccc1OCc1c(C)noc1C	-2	16	6	6	8	8	-9	10	-6	-3	-7
CCOC(=O)/C(C#N)=C/c1cc2ccc(C)cc2nc1Cl	9	-21	-9	-12	6	-27	33	2	0	-4	12
CCc1ccccc1NC(=O)c1ccc(-c2csc(C)n2)cc1	4	-74	-260	4	-9	-73	-8	-279	-55	-4	-35
C[C@@H](NC(=O)c1nc[nH]c1C(=O)N[C@@H](Cc1ccccc1)C(=O)OC(C)(C)C)c1ccccc1	-3	-5	38	-7	2	-25	3	37	1	2	-5
O=S(=O)(c1ccccc1)N(CC(O)COc1ccccc1)c1ccccc1 (stereo not drawn)	0	-10	12	-10	3	-17	19	14	-5	-2	-7
O=C(CCc1ccc(CCC(=O)c2cccs2)s1)c1cccs1	-3	-27	-100	8	-14	-75	6	-136	-25	3	-52
C=CCN(C(=O)c1csnn1)C(C(=O)NC1CCCCC1)c1ccccc1F (stereo not drawn)	-6	-4	8	3	11	-16	-6	9	1	2	-21
COc1ccccc1N(CC(=O)N1CCCCCC1)S(C)(=O)=O	1	0	6	-21	2	-27	9	18	1	0	-1
O=C(Nc1ccccc1)c1ccc(CN2CCc3ccccc3C2)cc1	37	-18	-114	-10	25	-19	-10	-128	3	2	-19
CSc1nc2c(c(=O)n1-c1ccccc1)SCC2	1	-4	-3	11	-31	-1	-13	20	5	2	-1
Cc1cc(C(=O)N/N=C/c2ccccc2[N+](=O)[O-])c(C)o1	10	-61	-206	8	-15	-77	0	-236	-95	2	-9
COc1ccc(Nc2nnc(SC(C)C(=O)NC3CC3)s2)cc1 (stereo not drawn)	2	11	8	-6	-1	-3	-10	-1	3	.	-10
COc1ccc(-c2nnnn2-c2ccc(F)cc2F)cc1	4	9	16	1	18	-1	6	10	5	3	-15
N#CSC(c1ccccc1)c1nc2ccccc2[nH]c1=O (stereo not drawn)	8	-16	27	-3	-5	-28	12	17	8	1	2
O=C(O)CCNC(=O)c1cncc(Br)c1	-5	-27	5	1	-4	-32	-5	23	7	7	-12
O=C(NC1CCCC1)c1cc(-c2ccccc2)on1	32	-143	-265	6	-40	-133	-28	-388	-25	4	-73
CCCCCn1nnnc1-c1nc2cc(C)c(C)cc2[nH]c1=O	3	.	.	.	-9	-7	.	2	.	.	-17
Fc1ccc(-c2noc(-c3ccc4c(c3)CCO4)n2)cc1	43	-1	-176	-13	61*	-146	-1	-238	-19	6	15
CCC1(C)Cc2sc3c(=O)[nH]c(=S)[nH]c3c2CO1 (stereo not drawn)	5	24	11	0	4	-1	10	14	-2	6	7
COc1ccc(-c2cc(CNS(=O)(=O)c3ccc(NC(C)=O)cc3)on2)cc1	-11	1	7	6	-5	18	1	7	-3	1	2
O=[N+]([O-])c1ccccc1OC/C(=N\O)c1ccccc1	2	-15	-77	9	13	-61	-13	-86	-26	1	9
Cc1noc(C)c1NC(=O)Nc1ccc2c(c1)C(=O)N([C@H](C)CO)C[C@H](C)[C@@H](CN(C)C(=O)NC(C)C)O2	-7	-3	0	-4	0	-5	-14	-4	2	.	-4
CS(=O)(=O)N(CC(=O)N1CCN(Cc2ccc3c(c2)OCO3)CC1)c1ccc2c(c1)OCO2	1	11	12	-8	8	-2	3	7	1	5	8
C=CCSc1nc(N)cc(=O)[nH]1	-4	15	-1	8	-1	0	-32	8	10	-2	-6
O=C(Nc1cccc2c1CCCC2)c1cccc(F)c1	-3	4	-3	0	0	0	-3	-24	7	1	-11
C=C1CCC[C@]2(C)C[C@H]3OC(=O)C(CNCC(OC)OC)[C@H]3CC12 (stereo partly drawn)	4	-11	-32	-14	-20	11	3	11	2	1	14
O=C(COc1ccc(Cl)cc1)OCC(=O)N1CCCc2ccccc21	-3	-13	2	13	7	-1	-10	16	-5	-1	10
Cc1ccc2c(COC(=O)c3ccccc3OC(F)F)cc(=O)oc2c1	-5	-25	-158	-9	-22	-39	11	-58	-69	3	-6
O=C(O)COc1ccc2c(c1)CCCC2	-17	-14	8	-4	1	-13	-4	12	9	5	-14
CCN1CCN(C(=O)c2ccc(N3CC4CC(C3)c3cccc(=O)n3C4)c([N+](=O)[O-])c2)CC1 (stereo not drawn)	-5	-3	1	-6	16	2	-9	14	5	1	-13
CCOC(=O)c1c(C)[nH]c(=S)c(C#N)c1-c1ccc(Cl)cc1	-7	21	9	5	0	8	12	20	22	5	15
Cc1ccc(NC(=O)N(Cc2ccco2)C(C)c2ccco2)cc1C (stereo not drawn)	3	5	13	9	-11	1	-5	11	-4	1	-36
COc1cc(/C(C)=N/NC(=O)CSc2nnc(C)s2)ccc1O	-6	14	0	-1	-11	-6	-10	15	5	-3	-6
O=C(Nc1nnc(-c2ccc(Br)cc2)o1)c1ccco1	54*	-40	-115	-12	-14	-32	6	-118	-24	2	-25
COc1cc2nc(CN(C)Cc3ccc(C(C)(C)C)cc3)[nH]c(=O)c2cc1OC	65*	12	-19	-18	-5	-14	4	-18	-8	6	10
COc1ccc(C(=O)Nc2c(N)nc(SCC(=O)Nc3ccc(C(C)=O)cc3)[nH]c2=O)cc1	10	2	-1	6	-7	-11	-4	16	-7	1	-11
Going on with the list.
SMILES	TRAIL sens C8	Shn3 inh set2	Peg3 prom inh	KKLEB tox	TWEAK Fn14 block	NR2E3 ag-1	CF NFkB block	HIF-2a inh	TRPM1 prom inh	NR2E3 ag-2	TROY NFkB inh
O=C(Nc1nc2ccccc2n1CCN1CCCC1)C1CCCCC1	14	1	12	10	-12	-6	-12	18	-2	3	-10
N#Cc1cc([N+](=O)[O-])c(-n2nnc3ccccc32)c([N+](=O)[O-])c1	9	-15	24	12	9	-2	-12	23	15	-3	8
O=C(N/N=C/c1ccncc1)c1cc([N+](=O)[O-])cc([N+](=O)[O-])c1	-1	24	2	1	-25	-14	4	7	2	3	-2
O=C(CNS(=O)(=O)c1ccccc1)Nc1cccc([N+](=O)[O-])c1	3	-8	1	4	13	-13	4	-4	2	-2	1
CCOC(=O)c1cnn(CCOC(=O)C2CC2)c1NC(=O)C1CC1	-3	0	2	9	6	5	-8	11	8	-2	2
Cc1cccc(NC(=O)CCc2nnc3ccc(N4CCC(C)CC4)nn23)n1	-9	-1	19	0	-25	-9	-22	7	-1	5	-3
CCC(O)(C(=O)Nc1ccccc1C(F)(F)F)c1ccccc1OC (stereo not drawn)	-12	8	-1	-5	3	-25	-19	10	-9	8	-10
Cc1sc2nc(C3CC3)nc(NCCNS(C)(=O)=O)c2c1C	15	13	17	-14	-13	-4	3	8	4	0	10
O=C(NS(=O)(=O)c1ccccc1[N+](=O)[O-])c1ccccc1	-8	-1	-2	2	3	4	21	17	-15	0	13
O=C(O)CSCC(=O)Nc1ccc(C2CCCCC2)cc1	2	54	71*	3	92*	72*	2	81*	74*	1	83*

Whole records, looked up by structure.
O=C(O)CSCC(=O)Nc1ccc(C2CCCCC2)cc1 in the list: TRAIL sens C8 = 2; Shn3 inh set2 = 54; Peg3 prom inh = 71*; KKLEB tox = 3; TWEAK Fn14 block = 92*; NR2E3 ag-1 = 72*; CF NFkB block = 2; HIF-2a inh = 81*; TRPM1 prom inh = 74*; NR2E3 ag-2 = 1; TROY NFkB inh = 83*
Cc1cccc(NC(=O)CCc2nnc3ccc(N4CCC(C)CC4)nn23)n1 in the list: TRAIL sens C8 = -9; Shn3 inh set2 = -1; Peg3 prom inh = 19; KKLEB tox = 0; TWEAK Fn14 block = -25; NR2E3 ag-1 = -9; CF NFkB block = -22; HIF-2a inh = 7; TRPM1 prom inh = -1; NR2E3 ag-2 = 5; TROY NFkB inh = -3

(continued)
SMILES	TRAIL sens C8	Shn3 inh set2	Peg3 prom inh	KKLEB tox	TWEAK Fn14 block	NR2E3 ag-1	CF NFkB block	HIF-2a inh	TRPM1 prom inh	NR2E3 ag-2	TROY NFkB inh
COc1ccc(O)c(CN2CCCC(N3CCN(c4ccccc4OC)CC3)C2)c1 (stereo not drawn)	-7	2	10	10	-7	-11	-2	18	12	3	20
Cc1cc(=O)oc2cc(OCc3ccc(C(=O)OCC(=O)N(C)C4CCS(=O)(=O)C4)cc3)ccc12 (stereo not drawn)	9	-23	-91	15	-16	-15	-37	-79	-20	3	-8
Nc1nc(NCCCN2CCOCC2)nc(NCc2ccccc2)c1[N+](=O)[O-]	11	8	40	-5	16	5	17	14	2	-1	21
CCc1ccccc1Nc1nc2ccccc2n1C	0	-9	-41	9	-8	2	5	-54	-11	1	-18
NC(=O)CS(=O)(=O)c1nc2ccccc2n1Cc1ccccc1F	-6	7	4	-3	5	-1	2	22	10	3	7
COc1ccc(C(=O)c2cn[nH]c2-c2cc(C)ccc2O)cc1	-13	25	16	7	25	15	-8	12	10	1	-3
O=C(CN(C1CCCCC1)S(=O)(=O)c1ccc(F)cc1)NC1CC1	2	-2	4	-2	11	-17	-5	3	-1	3	8
